ERp5 block: ERp5 (human) disulfide isomerase inhibition; Q15084; ERp5 insulin aggregation, absorbance 650 nm, 90 min; 350,000 compounds, 0.05% hits; AID 651711; inhibition, % at 9.99 µM;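 active means mean replicate inhibition above about 25%, with every replicate also reaching it, limit read from the data, passing the limit was not always enough; inconclusive means only one of those two criteria met; inactive means neither criterion met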
Target sequence (Q15084 whole entry, looked up): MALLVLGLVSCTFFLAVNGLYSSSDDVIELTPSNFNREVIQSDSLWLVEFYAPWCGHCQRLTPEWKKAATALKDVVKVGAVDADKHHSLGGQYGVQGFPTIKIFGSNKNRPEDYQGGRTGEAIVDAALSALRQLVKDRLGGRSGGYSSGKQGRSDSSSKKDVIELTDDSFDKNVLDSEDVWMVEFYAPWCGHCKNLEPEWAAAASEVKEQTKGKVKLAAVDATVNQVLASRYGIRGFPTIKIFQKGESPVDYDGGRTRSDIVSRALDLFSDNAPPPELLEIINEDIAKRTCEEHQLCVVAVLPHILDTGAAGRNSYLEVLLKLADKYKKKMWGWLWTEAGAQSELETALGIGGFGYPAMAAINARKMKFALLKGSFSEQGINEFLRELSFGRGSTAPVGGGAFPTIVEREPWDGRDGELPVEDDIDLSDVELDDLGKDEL
Cneo AK release: causes C. neoformans cell lysis; adenylate kinase release luminescence, 4 h; normalised: neutral wells 0, clomiphene wells 100; lysis activity, % at 15 µM; 360,000 compounds, 0.2% hits;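 active means mean lysis activity across replicates of at least 80%, whatever share of replicates individually reach that level; inactive means mean lysis activity below 80%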
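Material – log-phase Cryptococcus neoformans yeast cells · Input – 5 × 10^6 yeast cells/mL · Medium – fresh YPD growth medium · Doses – single compound concentration per well · Timing – static 4 h at 37 °C with compound, 1 h detection · Detection – adenylate kinase release luminescence · Read-out – signal increase indicating cell lysis · Control set – Clomiphene as positive lysis control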
SIRT5 block: blocks human SIRT5 desuccinylation of peptide; Purified SirT5, succinyl-peptide AMC, trypsin-coupled fluorescence; inhibition, % at 15 µM; 330,000 compounds, 1.1% hits; in the data active means inhibition above about 15%; inconclusive means no clear call, values can overlap the other calls
Target sequence (Q9NXA8 whole entry, looked up): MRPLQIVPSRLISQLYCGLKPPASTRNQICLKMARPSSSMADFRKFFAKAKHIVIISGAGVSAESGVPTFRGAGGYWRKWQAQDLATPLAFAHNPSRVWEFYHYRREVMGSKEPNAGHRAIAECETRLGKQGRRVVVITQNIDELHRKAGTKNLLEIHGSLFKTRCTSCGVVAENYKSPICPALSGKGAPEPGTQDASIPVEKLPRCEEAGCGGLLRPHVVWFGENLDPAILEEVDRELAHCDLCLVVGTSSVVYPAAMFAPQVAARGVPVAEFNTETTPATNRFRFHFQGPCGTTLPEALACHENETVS
miR-122 sensor: blocks miR-122 activity in Huh7 sensor cells; AID 602342; 340,000 compounds, 0.3% hits; Huh7 miR-122 Renilla luciferase sensor, 48 h; neutral wells = 0, positive control = 100; activation (reporter increase), % at 12.5 µM;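 active means mean replicate activation score at least 90 and every replicate individually at or above 90; inconclusive means only one of the two criteria met; inactive means neither criterion met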;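 further: higher luciferase means less miR-122 activity so hits act as miR-122 inhibitors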
esBAF inh: inhibitors of esBAF chromatin remodeling in mouse ES cells; Bmi1-luciferase knock-in reporter, 24 h; 100% = twice the neutral-well signal; reporter increase, % at 12.5 µM; 350,000 compounds, 2% hits; in the data active means activation above about 40%; inconclusive means no clear call, values can overlap the other calls;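 further: 0% = median of the plate's neutral control wells and 100% = double that signal; a rise in the Bmi1 reporter signal indicates esBAF inhibition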
ARNT-TACC3 inh: disrupts binding between human ARNT and TACC3; AlphaScreen His-ARNT PAS-B/GST-TACC3 binding, luminescence; TACC3 fragment carries E629A point mutation; inhibition, % at 9.99 µM; 390,000 compounds, 0.66% hits; AID 623870;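 active means mean inhibition of replicates at least 50% and at least half of replicates each reaching 50%; inconclusive means half or more replicates reach 50% but mean below 50%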;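 further: 0% = complete ARNT plus TACC3 wells and 100% = ARNT alone without TACC3; many hits fall short of the cut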
Statin myotox sup: protects C2C12 myotubes from simvastatin toxicity; ATP luminescence, 48 h; scaled: DMSO 0, geranylgeraniol control 100; rescue of ATP level, % at 7.49 µM; 330,000 compounds, 0.78% hits;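 active means mean ATP rescue above about 67%, or every replicate alone reaching that limit, limit read from the data, passing the limit was not always enough; inconclusive means no clear call, values can overlap the other calls; inactive means mean under the limit and some replicate under it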;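 further: myotubes were challenged with 10 µM simvastatin during compound exposure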
Numbers without * were called inactive; ? = inconclusive; . = not tested or not shown; & = joins results of further samples; [ ] = remark or other dose.

SMILES	ERp5 block	Cneo AK release	SIRT5 block	miR-122 sensor	esBAF inh	ARNT-TACC3 inh	Statin myotox sup
NC(=O)c1ccsc1NC(=O)CN1C(=O)NC2(CCCC2)C1=O	5	-21	.	.	3	5	-4
COc1ccc(C(C)NC(=O)C2CCN(CCOc3ccc(Cl)cc3Cl)CC2)cc1OC (stereo not drawn)	.	1	.	-14	-8	.	-12
CC(C)CC#Cc1cnc2c(c1)C(=O)N([C@H](C)CO)C[C@H](C)[C@@H](CN(C)S(=O)(=O)c1cn(C)cn1)O2	-13	-3	-7	-1[16.7 µM]	1	-4	-2
Cc1ccc(NC(=O)CN2CCCCC2)c2c1CC(C)(C)O2	1	.	-1	.	.	-3	.
NNCCc1ccccc1	-6	-2	-5	5	63*	-3	-17
COc1ccccc1OCC(=O)N1CCN(S(=O)(=O)c2ccc(Cl)cc2)CC1	-3	-4	0	.	-6	1	-2
CCCCn1c(N)c(N(CCOC)C(=O)c2cc(-c3ccco3)nc3ccccc23)c(=O)[nH]c1=O	-1	0	-1	-5	2	6	-6
C[C@@H]1CN([C@H](C)CO)C(=O)c2cccc(N(C)C)c2O[C@H]1CN(C)C(=O)NC1CCCCC1	6	-3	-4	2[16.7 µM]	-4	.	15
CCC(NC(=S)NC1CCCCC1)c1ccc(C)cc1 (stereo not drawn)	.	37	.	15	8	1	16
CCCNC(=O)c1noc2c1CCc1ccccc1-2	-3	-4	0	0	?	8	-6

Quoted from the listing.
Entry for CC(C)CC#Cc1cnc2c(c1)C(=O)N([C@H](C)CO)C[C@H](C)[C@@H](CN(C)S(=O)(=O)c1cn(C)cn1)O2 under Cneo AK release: -3
Entry for CCCCn1c(N)c(N(CCOC)C(=O)c2cc(-c3ccco3)nc3ccccc23)c(=O)[nH]c1=O under SIRT5 block: -1

Carrying on.
SMILES	ERp5 block	Cneo AK release	SIRT5 block	miR-122 sensor	esBAF inh	ARNT-TACC3 inh	Statin myotox sup
O=C(Cc1ccc(Cl)cc1)NCCc1c[nH]c2ccccc12	-1	1	-2	4	-2	-7	3
COc1cccc(NS(=O)(=O)c2c(C)n(C)c(=O)n(C)c2=O)c1	1	-1	1	.	8	-5	-11
O=C(c1cc(S(=O)(=O)N2CCOCC2)ccc1F)N1CCCc2ccccc21	.	0	.	-1	5	2	4
Cc1ccc([C@@H]2CC=C(C(=O)O)[C@H](c3cccc(Cl)c3)N2S(=O)(=O)c2ccc(C)cc2)cc1	1	-1	.	-2	-5	-9	10
COc1ccc(NC(=S)NCCN2CCC(C)CC2)cc1Cl	2	.	-3	.	.	-3	.
CC[C@@]1(C(=O)OC)N[C@H](CN(C)S(=O)(=O)c2ccc(C(F)(F)F)cc2)[C@@H]2C(=O)N(C)C(=O)[C@@H]21	2	1	7	.	-3	1	-6
Cc1ccc(Sc2ncccc2NC(=O)c2ccccc2Cl)cc1	7	3	0	5	.	-4	.
Cn1cncc1COC(=O)c1ccc(Cl)cc1	-1	3	0	-9	-4	25	-7
CCN(C(=O)CSc1nnc(-c2cccs2)n1N)c1c(N)n(Cc2ccccc2)c(=O)[nH]c1=O	8	-3	4	.	-2	-5	1
CCCCNC(=O)C1(C)CCCCCN1Cc1cccc2c(OC)cc(C(=O)OCC)cc12 (stereo not drawn)	-3	0	-11	-3	-4	.	-4
COc1ccc(OC)c(NC(=O)c2cccc(N3C(=O)C4C5C=CC(C6CC56)C4C3=O)c2)c1 (stereo not drawn)	-2	0	0	13	-10	-3	-66
C=CCSc1nnc(-c2cc3c(s2)-c2ccccc2CC3)o1	.	1	.	2	10	-2	146*
CCOc1cccc(C2C(C(=O)c3ccc(C)o3)=C(O)C(=O)N2c2nccs2)c1 (stereo not drawn)	.	-2	.	3	1	-13	-1
C=CCC[C@@H](Cc1ccc(F)cc1)C(=O)OC[C@H](Cc1c[nH]c2ccccc12)NC(=O)[C@@H](CC=C)CC(=O)N(CCO)Cc1ccccc1	.	-2	.	-8	6	-2	16
CC/C=C/C(=O)N1CC2(CC(c3cccc(NC(=O)CC)c3)=NO2)C[C@H]1C(N)=O (stereo partly drawn)	-3	-1	.	-3	2	-3	-4
Cc1ccc(S(=O)(=O)C2(C(=O)N3CCN(c4cc(C)ccc4C)CC3)CC2)cc1	3	3	-5	-5	6	6	6
COC(=O)c1[nH]c2ccccc2c1NC(=O)CN1CCN(c2cccc(OC)c2)C(C)C1 (stereo not drawn)	.	-3	.	-4	-6	10	13
CCCCC(C(=O)NCCC(C)C)N(CCCN1CCOCC1)C(=O)c1snc(C(N)=O)c1N (stereo not drawn)	.	-3	.	2	6	-2	0
O=C(Cc1ccccc1)N[C@@H]1CC[C@H](CC(=O)N2CCOCC2)O[C@H]1CO	-1	-8	2	.	-6	4	3
CCn1c(SCC(=O)Nc2ccccc2Cl)nnc1C1CC1	-9	7	0	-4	-2	-7	1
Cc1cc(C(=O)NN=C2CCCCCC2)c(C)o1	-3	2	-3	-7	4	2	-2
O=C(Nc1nnc(S(=O)(=O)N2CCOCC2)s1)c1ccc(Cl)cc1	0	-1	-9	.	8	-2	-6
Cc1cccc(C(=O)OC(C)C(=O)N2CCN(Cc3ccccc3)CC2)c1 (stereo not drawn)	0	-2	-1	-2	-11	2	5
CCOC(=O)c1sc2nc(C)[nH]c(=O)c2c1C	1	.	-3	.	.	-3	.
CC=Cc1ccc2n(c1=O)C[C@H]1[C@H](CO)[C@@H](C(=O)N(C)C)N(Cc3cccc(F)c3)[C@@H]21 (mixture of isomers)	2	-2	2	.	-3	7	-18
Cc1cc(C)c(OCCCCCn2ccnc2)c(C)c1	3	7	-2	2	-3	7	-3
COc1ccc(C(=O)c2sc(Nc3ccccc3)nc2C)cc1	8	0	-8	-8	15	-3	0
O=C(Nc1ccc2c(c1)[C@H]1C[C@@H](CC(=O)N3CCOCC3)O[C@@H](CO)[C@H]1O2)Nc1ccccc1F	4	4	2	3[16.7 µM]	-1	-4	0
CSCCC(NC(C)=O)C(=O)Oc1ccc2c3c(c(=O)oc2c1)CCCC3 (stereo not drawn)	.	2&-5	.	-14	-1&-10	4&-11	7
COCc1ccc(-c2c(-c3ccsc3)oc(=O)c3cc(OC)c(OC)cc23)cc1	4	11	.	-2	38	7	-19
COc1ccc(-c2ccc3c(c2)[C@H]2[C@H](CCN2S(=O)(=O)c2ccccc2F)[C@H](CO)N3C)cc1	5	-10	-1	8[16.7 µM]	0	5	-26
Cc1ccccc1Cn1nc(C)c(NC(=O)c2nc3n(n2)C(C(F)F)CC(C)N3)c1C (stereo not drawn)	-5	1	3	.	-6	-2	-6
COc1ccccc1/C=C/C(=O)NC(=S)N1CCN(C)CC1	-9	1	-1	1	-5	-2	1
CCOc1cc(C(=O)NCC(=O)N2CCC3(CC2)NCCc2[nH]cnc23)cc(OCC)c1OCC	2	-2	-2	-8	-12	6	9
Cc1cc(NC(=O)C2Oc3ccccc3OC2C)no1 (stereo not drawn)	0	.	-3	.	.	1	.
CC(=O)Nc1cccc(NC(=O)CSc2nc(C3CC3)nc3ccccc23)c1	-4	0	.	2	14	-10	-15
COc1cc(S(=O)(=O)Nc2ccc(C)cc2)ccc1N=Cc1c(C)[nH]n(-c2ccc(C)cc2)c1=O	3	.	-2	.	.	-5	.
N#C[C@@H]1[C@@H](c2ccc(-c3cccc(F)c3)cc2)[C@H](CO)N1C(=O)NC1CCCC1	3	-3	3	.	4	8	108*
COC(=O)c1ccc(S(=O)(=O)N2CCCN(Cc3cccc(Br)c3F)CC2)n1C	2	2	2	.	.	10	.
Nn1cnc2scc(-c3ccc(Cl)cc3)c2c1=O	3	6	1	-4	0	-4	9

Some entries already given, limited to ERp5 block and SIRT5 block:
| SMILES | ERp5 block | SIRT5 block |
| --- | --- | --- |
| O=C(Nc1nnc(S(=O)(=O)N2CCOCC2)s1)c1ccc(Cl)cc1 | 0 | -9 |
| Cc1cccc(C(=O)OC(C)C(=O)N2CCN(Cc3ccccc3)CC2)c1 (stereo not drawn) | 0 | -1 |
| CCOC(=O)c1sc2nc(C)[nH]c(=O)c2c1C | 1 | -3 |
| CC=Cc1ccc2n(c1=O)C[C@H]1[C@H](CO)[C@@H](C(=O)N(C)C)N(Cc3cccc(F)c3)[C@@H]21 (mixture of isomers) | 2 | 2 |
| Cc1cc(C)c(OCCCCCn2ccnc2)c(C)c1 | 3 | -2 |

Next part:
SMILES	ERp5 block	Cneo AK release	SIRT5 block	miR-122 sensor	esBAF inh	ARNT-TACC3 inh	Statin myotox sup
Cc1c(C(=O)N2CCCC(C)(C(=O)NS(=O)(=O)C3CC3)C2)oc2ccccc12 (stereo not drawn)	1	-1	-3	-6	11	.	1
COCC(=O)Nc1ccc2c(c1)OC[C@H](C)N(C(=O)COC)C[C@@H](C)[C@@H](OC)CN(C)C2=O	0	0	.	.	1	-18	-6
CCOc1ccc(NC(N)=O)cc1	6	-1	1	.	11	1	-12
O=C(O)/C=C/C(=O)O	1	-1	.	-1	-5	-8	-1
c1cnc(NC2CCCCCC2)nc1	5	1	-3	-3	-6	-9	0
O=C(O)c1cccc(Cn2c(Cl)c(/C=N/NC(=O)c3ccco3)sc2=O)c1	3	-1	10	-3	4	-5	1
Cc1noc(C)c1NC(=O)N(C)C[C@H]1OCCCC[C@H](C)Oc2ccc(N(C)C)cc2C(=O)N([C@H](C)CO)C[C@H]1C	-3	2	0	1[16.7 µM]	5	2	27
COc1cc(C)c(C(C)C)cc1S(=O)(=O)n1ccnc1	-4	2	2	37	-1	7	-9
O=C(C1=C[C@H](c2ccc(C(F)(F)F)cc2)C[C@H](OCCCCO)O1)N1CCCCCCC1	4	-2	3	.	.	5	.
CC1CCC(NC(=O)C2CCC(CNS(=O)(=O)c3cccc4cccnc34)CC2)CC1 (stereo not drawn)	3	23	0	-1	4	-4	31
C[C@@H]1CN([C@H](C)CO)S(=O)(=O)c2ccc(-c3ccccc3F)cc2O[C@H]1CN(C)Cc1ccncc1	2	-4	7	14[16.7 µM]	-12	0	-116
CC(=O)c1cc2c(cc1NC(=O)CCn1cnnn1)OCO2	3	.	3	-4	-4	0	13
CC(=O)Nc1ccc2c(c1)C(=O)N(C)[C@@H]1CC[C@H](CC(=O)NCc3ccc(Cl)cc3)O[C@@H]1CO2	6	56	-2	-20[16.7 µM]	4	-2	-35
Cc1cc(C(=O)OCC(=O)N(C)c2ccccc2)ccc1[N+](=O)[O-]	-5	-1	1	-2	-6	1	10
COc1ccc(Cl)cc1NC(=O)N1CCN(C2CCCCC2)CC1	-1	0	8	4	5	2	2
CC1=C(C(=O)OCc2ccccc2)C(c2ccccc2Cl)NC(=O)N1CCCCCC(=O)O (stereo not drawn)	3	-1	4	-5	-15	-11	-15
O=C(Nc1ccncc1)Nc1ccc(F)cc1F	8	-3	-1	-4	33	-3	29
C[C@H](CO)N1C[C@H](C)[C@@H](CN(C)S(=O)(=O)c2cn(C)cn2)Oc2ccc(NC(=O)Nc3ccccc3)cc2C1=O	9&-5	-5&1	-3	-7[16.7 µM]	3&-8	3&0	15
C[C@H]1CN([C@@H](C)CO)S(=O)(=O)c2ccc(C#CC3CC3)cc2O[C@H]1CN(C)C	9	3	-4	21[16.7 µM]	-5	-3	25
O=[N+]([O-])c1ccc(-c2n(-c3ccccn3)c3ccccc3[n+]2-c2ccccn2)cc1	0	18	2	-9	1	29	29
O=C(c1ccccc1Cl)N(Cc1ccc(Br)cc1)N1C(=O)CCCC1=O	3	-7	-2	-2	0	-2	-7
CC(C)CN(C(=O)COC(=O)c1ccc2c(c1)OCO2)c1c(N)n(Cc2ccccc2)c(=O)[nH]c1=O	-8	1	-4	-3	-3	0	-9
COC(=O)c1cc(OC)c(OC)cc1NC(=S)N1CCN(C/C=C/c2ccccc2)CC1	3	3	-3	-8	0	.	16
CC(C)Cn1c(SCC(=O)N(C)C2CCS(=O)(=O)C2)nc2cc(Cl)ccc2c1=O (stereo not drawn)	2	2	-2	-8	0	3	20

Structures above marked active in esBAF inh:
smiles | ERp5 block | SIRT5 block | miR-122 sensor | esBAF inh | ARNT-TACC3 inh
NNCCc1ccccc1 | -6 | -5 | 5 | 63* | -3

Bioassay records from PubChem.
